Source: PubChem BioAssay (National Center for Advancing Translational Sciences (NCATS))
Lipid storage S3: qHTS Assay for Lipid Storage Modulators in Drosophila S3 Cells; Drosophila S3 cells, BODIPY lipid droplet fluorescence, 18-24 h; cells fed with added oleic acid; lipid storage change, negative = inhibition, % at the top dose, mostly 46.1 µM; hits show Potency in µM; hit rate 0.64% among 320,000; AID 2685, 2010; active = well fitted inhibition curve with a large enough effect in the signal ratio, with a control signal flat, not every such curve was filed as active; inconclusive = small, poorly fitted or top-dose-only effect, or effect the other way, or a change in a side signal; the % refers to the signal ratio
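Drosophila S3 cells loaded with oleic acid (400 uM, as added) and compounds at several concentrations; lipid droplets imaged by 488-nm laser-scanning cytometry, 500–530 nm intensity and object ratio to cell channel. Percent activity normalized to 20 uM Triacsin C.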
Lipid storage S3 cell count max: also measured in Lipid storage S3; calls as there; cell number change, %; measured here: cell count max response;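 cells counted by Cell Tracker Red CMTPX staining in the red channel; peak over a dose series mostly up to 46.1 µM; percent activity relative to internal control wells on each plate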
The depositor's hits bear a star; i = inactive; ? = inconclusive; . = no result given; [ ] = another dose, or the depositor's remark. % is scaled to controls: 0 for no effect and ±100 for the full control effect; potency is read from the fitted curve at half-maximal effect. These rows are one share of the data (hit frequency here may not be typical).

| Structure | Lipid storage S3 | Lipid storage S3 cell count max |
| --- | --- | --- |
| COc1ccc(-c2cc(C(=O)N3CCCC(C(F)(F)F)C3)c3ccccc3n2)cc1OC (centres undefined) | ? | . |
| CC(=O)Nc1ccc(/C(C)=N/NC(=O)c2ccncc2)cc1 | ? | . |
| Cc1cc(NC(=O)COC(=O)c2cccc(S(=O)(=O)N3CCOCC3)c2)no1 | i | . |
| CCc1ccccc1NC(=O)c1nnn(CC(=O)Nc2cccc(C)c2C)c1N | i | . |
| CCCNC(=S)Nc1c(C)n(C)n(-c2ccccc2)c1=O | -6.7% | -0.5 |
| CCOc1ccccc1CN1CCNC(=O)C1CC(=O)N(C)CCC1CCOCC1 (centres undefined) | ? | . |
| O=CN(c1ccccc1)c1ccc2ccccc2c1 | 11.9% | 8.3 |
| Cc1ccc(S(=O)(=O)NCCC(=O)OCC(=O)N(C)c2ccccc2)cc1 | -16.6% | -2.0 |
| CC(=O)c1c(O)cc(O)cc1CC(=O)O | -14.4% | -8.8 |
| C#CCn1c(-c2ccccc2)ccc(C#N)c1=O | ? | . |
| O=C1CC(SC(=NCc2ccc3c(c2)OCO3)Nc2ccccc2)C(=O)N1c1ccccc1 (centres undefined) | ? | . |
| CC(C)C(=O)N1CCN(c2nc(-c3ccc(Cl)cc3)cs2)CC1 | -24.8% | -4.9 |
| COC(=O)c1sccc1NC(=O)Nc1cccc(C)c1C | ? | . |
| O=C(O)[C@@H]1CCCN(S(=O)(=O)c2cccc3cccnc23)C1 | -0.4% | 14.6 |
| Cc1ccc(C)c(SCC(=O)OCC(=O)N2CC(C)OC(C)C2)c1 (centres undefined) | ? | . |
| COc1ccc(C(=O)NC(=O)N2CCCCC2)cc1 | i | . |
| Cn1c(=O)c2c(nc(SCC(=O)NCc3ccco3)n2C)n(C)c1=O | ? | . |
| O=C(COC(=O)c1ccc2ncsc2c1)NCc1cccc(Cl)c1 | 1.7% | 1.4 |
| Cc1cc(C)c2cc(CN(CCO)Cc3nnnn3Cc3ccc(F)cc3)c(=O)[nH]c2c1 | ? | . |
| CC(C)(C)c1ccc(-c2nc(C#N)c(NCc3ccncc3)o2)cc1 | 7.7% | -27.6 |
| Cc1cc(C(=O)COc2ccccc2[N+](=O)[O-])c(C)n1C1CC1 | ? | . |
| CCN(CC)C(=O)c1[nH]cnc1C(=O)NCCCCCNC(=O)OC(C)(C)C | ? | . |
| O=C(O)/C(=C\c1ccc(-c2ccccc2[N+](=O)[O-])o1)c1ccccc1 | ? | . |
| CN(C)/C=C/C(=O)c1ccc(Cl)c([N+](=O)[O-])c1 | 23.8% | . |
| c1ccc2c(c1)OCC(c1nnc3n1-c1ccccc1SC3)O2 (centres undefined) | 22.1% | -10.6 |
| O=C(N1CCOCC1)N1CCOCC1 | ? | . |
| O=C(CSc1nnc(COc2ccccc2)n1-c1ccccc1)c1cccs1 | ? | . |
| O=C(Nc1ccc(Br)cn1)c1ccc2ccccc2c1 | i | 4.4 |
| O=C(O)/C=C/c1cn(Cc2ccccc2)nc1-c1ccccc1 | ? | . |
| CC(C)CSc1nnc2[nH]c(=O)cc(N)n12 | 10.7% | 1.8 |
| C=CCNC(=S)NNC(=O)c1cccn(Cc2cccc(Cl)c2)c1=O | 1.9% | -5.4 |
| CCCCCOC(=O)c1ccc(N2C(=O)C3C4C=CC(C4)C3C2=O)cc1 (centres undefined) | i | -4.9 |
| CCOC(=O)c1[nH]c2ccc(C)cc2c1N=CN(CC)CC | ? | . |
| C=CCc1ccc(OCc2ccc(C(=O)OC)o2)c(OC)c1 | ? | . |
| CN(C)S(=O)(=O)c1ccc(N2CCCC2)c(C(=O)Nc2ccccc2Br)c1 | ? | . |
| COc1ccc(-c2[nH]n(-c3ccc([N+](=O)[O-])cc3)c(=O)c2C=NCc2ccc(F)cc2)cc1 | ? | . |
| Cc1cc(Nc2nc3ccccc3nc2Cl)n(-c2ccccc2)n1 | ? | . |
| CC(C)CN1CCNC(=O)C1CC(=O)NCCc1cnn(-c2ccccc2)c1 (centres undefined) | 17.1% | 8.2 |
| COCC(=O)/C=C1\Sc2ccccc2N1C | ? | . |
| CCN(CC(=O)Nc1ccc(OC)cc1)C(=O)c1cc([N+](=O)[O-])ccc1N1CCOCC1 | ? | . |
| O=[N+]([O-])c1cc(-c2nnc(Nc3ccc(O)cc3)c3ccccc23)ccc1N1CCOCC1 | -3.2% | -18.9 |
| Cn1cc(Cl)c(C(=O)Nc2cnn(Cc3ccc(F)cc3)c2)n1 | ? | . |
| COc1ccc(CC2(CO)CCN(Cc3cc4ccccc4o3)CC2)cc1 | 6.5% | -1.0 |
| Cc1cc(=O)[nH]c(NN=C2C3CC4CC(C3)CC2C4)n1 | 7.3% | 21.0 |
| O=C(NCc1nc(-c2ccc(C(F)(F)F)cc2)no1)Nc1cc(Cl)cc(Cl)c1 | ? | . |
| CC(C)(C)NC(=O)CN(Cc1cccnc1)C(=O)c1csnn1 | ? | . |
| OC(CNc1nc2ccccc2s1)c1ccccc1 (centres undefined) | ? | . |
| CCCn1c(=N)c(C(=O)NCc2ccc3c(c2)OCO3)cc2c(=O)n3cccc(C)c3nc21 | i | 14.3 |
| CC(=O)c1ccc(-n2c(CCC(=O)O)ccc2-c2cccs2)cc1 | -0.6% | 6.6 |
| COc1ccc(NC(=O)CCNS(=O)(=O)c2ccc3c(c2)CC(C)N3C(=O)C2CC2)cc1 (centres undefined) | i | 7.7 |
| CN(C)S(=O)(=O)N1CCN(c2ccc([N+](=O)[O-])cc2)CC1 | ? | . |
| CCNc1nc(SCC(=O)Nc2ccccc2)nc(N2CCOCC2)n1 | ? | . |
| COc1ccc(-c2ccc(N(C)C)cc2)cc1[C@H]1[C@@H]2C=CCC[C@@]2(C)C(=O)N1Cc1ccccc1 | ? | . |
| Cc1cccc(C)c1NC(=O)CN(C)C(=O)C1CC(=O)N(c2cccc3ccccc23)C1 (centres undefined) | ? | . |
| COc1cccc(-c2nnc(NC(=O)c3cccs3)s2)c1 | ? | . |
| CN(C(=O)COC(=O)CNC(=O)c1ccc(C(C)(C)C)cc1)c1c(N)n(Cc2ccccc2)c(=O)[nH]c1=O | 13.9% | 15.0 |

Remaining list, next part
| Structure | Lipid storage S3 | Lipid storage S3 cell count max |
| --- | --- | --- |
| COc1ccc(CN(C(=O)c2nsc(Cl)c2Cl)C(C(=O)NC2CCCCC2)c2ccc(OC)cc2)cc1 (centres undefined) | ? | . |
| CCc1ccc(C(=O)CN2C(=O)NC(C)(c3ccc(C)cc3)C2=O)cc1 (centres undefined) | -0.2% | 6.4 |
| O=[N+]([O-])c1ccc(N/N=C/c2cccc(O)c2)cc1 | 7.6% | . |
| CC1CCN(S(=O)(=O)c2ccc(C(=O)NNC(=O)C3CC3)cc2)CC1 | 12.6% | -1.2 |
| CC(=O)NC1(c2ccc(F)cc2)CCN(C(=O)Nc2ccc(F)cc2F)CC1 | -12.8% | -12.4 |
| O=C(NCCCN1CCOCC1)C1COc2ccccc2O1 (centres undefined) | 5.5% | -0.8 |
| Cc1ccc(C(=O)/C=C/c2cc(C#N)n(C)c2C)cc1 | ? | . |
| NS(=O)(=O)c1ccc(CCNCc2cccs2)cc1 | ? | . |
| CC(C)(C)NS(=O)(=O)c1ccc(OCC(=O)NCC2CCCO2)cc1 (centres undefined) | ? | . |
| O=C(CN1CCN(c2ncccn2)CC1)NCc1ccc2c(c1)OCO2 | -0.3% | 1.1 |
| CC(=O)Nc1cccc(NC(=O)CSc2nc(=O)n(CCN3CCOCC3)c3c2CCCC3)c1 | ? | . |
| Cc1ccc(NNC(N)=S)cc1Cl | 10.3% | 18.1 |
| Cc1cc(N)n(-c2ccc([N+](=O)[O-])cc2)n1 | ? | . |
| COc1ccc2nc(NC(=O)C3CCN(C(=O)c4ccco4)CC3)sc2c1 | ? | . |
| Cn1c(C(=O)NC2CCCCC2)cc2c(=O)n3ccccc3nc21 | ? | . |
| CC(C)c1cc(O)c(-c2ccccc2)c(=O)n1-c1ccc(Cl)cc1 | -5.8% | . |
| COc1ccc(-c2ncn(CCC#N)c2[N+](=O)[O-])cc1 | i | . |
| Cc1ccc(NC2=C(C(=O)c3ccccc3)N(C)S(=O)(=O)c3ccccc32)cc1 | ? | . |
| CCOC(=O)c1cccc(NC(=O)Cn2cnc3c2c(=O)n(C)c(=O)n3C)c1 | ? | . |
| Clc1cccc(Cl)c1NC1=NCCN1 | -1.0% | -7.2 |
| COc1ccc(Cl)cc1C(=O)NC(C)C | 5.5% | -11.1 |
| Cc1ccc(C(=O)Nc2nnc(-c3ccc(C(C)(C)C)cc3)s2)cc1 | 12.9% | 11.2 |
| Cc1cc(NC(=O)CSc2nnc(C)o2)no1 | 36.8% | 11.1 |
| Cc1ccc(OCC(=O)Nc2ccc(S(=O)(=O)N3CCCCC3)cc2)c([N+](=O)[O-])n1 | ? | . |
| Cc1cc(C)n(-c2ccc(C(=O)OCC(=O)NCc3ccco3)cc2)n1 | ? | . |
| COc1ccc(/C=N/NC(=O)c2ccc(N(C)S(=O)(=O)c3ccccc3)cc2)cc1OC | ? | . |
| CCOC(=O)N1CCN(c2c(Nc3cc(C)[nH]n3)c(=O)c2=O)CC1 | ? | . |
| CCNC(=S)NNC(=O)c1cc(C)nc2ccccc12 | ? | . |
| CCn1c(=O)c([N+](=O)[O-])c(NCCc2ccc(OC)c(OC)c2)c2ccccc21 | ? | . |
| CC1CC(C)CN(CCCNC(=O)Cn2ncn3cccc3c2=O)C1 (centres undefined) | i | 22.6 |
| Cc1cc(C)cc(NC(=O)C2CCN(c3cnccn3)CC2)c1 | 6.8% | . |
| C=CCNC(=O)CN1CCN(C(c2ccccc2)c2ccccc2)CC1 | ? | . |
| CS(=O)(=O)N(CC(=O)Nc1ccccc1F)C1CCCCC1 | ? | . |
| CCN(C(=O)CSc1nnc(-c2cccs2)n1N)c1c(N)n(Cc2ccccc2)c(=O)[nH]c1=O | ? | . |
| COc1cc2c(cc1OC)C1O[C@](c3ccsc3)(C2)Oc2cc(C)n(Cc3ccccc3)c(=O)c21 | -8.1%[9.22 µM] | 1.7 |
| Cc1cc(C(F)(F)F)nc(SCCN2CCOCC2)c1C#N | 24.6% | 4.9 |
| Cc1cccc(OCCSc2ncnc3nc[nH]c23)c1 | -10.2% | 0.2 |
| CCCNCCC(c1ccco1)c1ccccc1OC (centres undefined) | -5.0% | -10.7 |
| COc1ccccc1NC(=O)CCN1C(=O)C2CC=C(Cl)CC2C1=O (centres undefined) | 0.4% | -7.3 |
| COc1cc2cc(C)nc(Cc3cccc4ccccc34)c2cc1OC | ? | . |
| O=C(O)CC1=C(O)C(=O)N(c2ccccc2)C1c1ccccc1 (centres undefined) | i | . |
| COC(=O)CC1=C(C)C(=O)CC2C(C)(C)CCCC12C (centres undefined) | ? | . |
| CCOc1ccc(OCC)c(NC(=O)CN(C)S(=O)(=O)c2cccc3nsnc23)c1 | ? | . |
| O=C1C2CC=CCC2C(=O)N1CNc1ccccc1 (centres undefined) | 7.4% | 6.5 |
| COc1ccc(C2(NC(C)=O)CCN(C(=O)CCC(=O)O)CC2)cc1 | ? | . |
| O=C(Nc1ccc2c(c1)OCO2)c1ccc(Br)s1 | -10.0% | 7.4 |
| CCc1noc(C)c1C(=O)OCC(=O)NC(C)c1ccccc1 (centres undefined) | -1.6% | 4.3 |
| O=C(COc1cccc(Cl)c1)Nc1ccc2c(c1)CCC2 | ? | . |
| CN1CCN(NC(=O)c2ccc(Cl)s2)CC1 | ? | . |
| CC(C)Cc1nnc(NC(=O)c2cccc(S(=O)(=O)N3CCOCC3)c2)s1 | -23.4% | -0.3 |
| Cc1cccc(NC2=NC(=S)N(c3cccc(C(=O)O)c3)C23CCCCC3)c1 | ? | . |
| COc1cc(=O)n(C)c2c(OCC(O)C(C)(C)O)cccc12 (centres undefined) | ? | . |
| O=C(CO/N=C\c1ccccc1)Nc1ccccc1C(=O)N1CCOCC1 | ? | . |
| Cc1nc(N2CCN(S(=O)(=O)c3ccccc3)CC2)c2c3c(sc2n1)CC(C)CC3 (centres undefined) | 12.8% | -13.6 |
| COc1ccc(CC(=O)OCC(=O)NCc2ccccc2Cl)cc1 | ? | . |
| Cc1cccc(N2CCN(C(=O)c3ccc4nc(N5CCCCC5)sc4c3)CC2)c1C | -0.8% | 7.6 |

Continued:
| Structure | Lipid storage S3 | Lipid storage S3 cell count max |
| --- | --- | --- |
| S=c1[nH]nc(-c2cccc(Cl)c2)n1Cc1ccccc1 | ? | . |
| CSc1nnc(-c2cc3c(-c4ccccc4)nn(C)c3s2)n1C | -26.0% | . |
| Clc1cccc(OCc2nc(-c3ccncc3)n[nH]2)c1 | 12.8% | -16.3 |
| CCCOc1ccc(S(=O)(=O)N2CCOCC2)cc1[N+](=O)[O-] | 5.1% | 14.4 |
| Nc1ccc(C(=O)OCC(=O)c2cccc([N+](=O)[O-])c2)cc1 | ? | . |
| COc1ccc(-n2c(-c3ccco3)nc3c(cnn3-c3ccccc3C)c2=O)cc1 | ? | . |
| Cc1sc2ncnc(N[C@@H](Cc3c[nH]c4ccccc34)C(=O)O)c2c1C | ? | . |
| COC(=O)c1ccc(N=Nc2ccccc2)cc1 | ? | . |
| CC(=O)N1CCN(c2nc(-c3ccco3)c3c(c2C#N)CC(C)(C)SC3)CC1 | 7.6% | -12.5 |
| COc1ccccc1C(=O)NC(CCSC)C(=O)OCC(=O)c1ccc[nH]1 (centres undefined) | 22.6% | -0.8 |
| Cn1c(=O)n(CCOc2ccc([N+](=O)[O-])cc2)c2ccccc21 | ? | . |

Nothing new here: an excerpt of the list.
| Structure | Lipid storage S3 | Lipid storage S3 cell count max |
| --- | --- | --- |
| S=c1[nH]nc(-c2cccc(Cl)c2)n1Cc1ccccc1 | ? | . |
| CSc1nnc(-c2cc3c(-c4ccccc4)nn(C)c3s2)n1C | -26.0% | . |
